# NOD1 NF-kB reporter: NOD1 signaling inhibitors, primary screen, cell-based, luminescence, uHTS (AID 1578); NOD1-driven NF-kB luciferase reporter cells, luminescence; higher % means a stronger effect; inhibition, % at 4 µM; hits with a dose series show EC50 in µM; actives 1% (n = 290,000); in the data active means inhibition mostly above about 36%, no sharp cut-off; inactive means mostly below about 34%;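 further: HEK-293T reporter cells stimulated with the NOD1 agonist gamma-tri-DAP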
# HIV peptide binding: inhibitors of HIV fusion peptide binding, primary screen, biochemical, uHTS, fluorescence dequenching (AID 1986) | cell-free peptide binding, fluorescence dequenching, 30 min; higher % means a stronger effect | inhibition, % at 20 µM, or IC50 in µM where a hit was titrated | actives 0.3% (n = 290,000); in the data active means inhibition mostly above about 52%, no sharp cut-off; inactive means mostly below about 76%; further: some results filed as inactive read as strong as hits
# GPR55 LPI antagonism: GPR55 antagonists blocking LPI-driven arrestin recruitment, primary screen, imaging, U2OS, beta-arrestin-GFP, LPI agonist (AID 2013); G-protein coupled receptor 55 (Homo sapiens); U2OS GPR55 beta-arrestin-GFP translocation imaging, LPI antagonism; higher % means a stronger effect; inhibition, % at 10 µM; hits with a dose series show IC50 in µM; actives 0.13% (n = 290,000);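 active means spots per cell inhibited over 60%, with over 100 cells counted and total cytoplasm intensity under 500,000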;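 further: U2OS cells stably carrying GPR55 and arrestin-GFP stimulated by 5 µM LPI near EC80; imaged beta-arrestin-GFP aggregate spots per cell after agonist stimulation; plate controls were LPI-stimulated DMSO wells for no effect and DMSO wells without LPI for full effect; some results filed as inactive read as strong as hits; confirmed hits need IC50 under 10 µM and bright autofluorescent wells are also inconclusive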
# NOD2 inhibition: NOD2 signaling inhibitors, cell-based, luminescence, uHTS, HEK293 (AID 1566). HEK293 NOD2/NF-kB luciferase reporter, luminescence; higher % means a stronger effect. inhibition, % at 4 µM, or EC50 in µM where a hit was titrated. actives 0.63% (n = 290,000); further: many of its hits are not listed in these tables
# MgcRacGAP inhibition: MgcRacGAP GTPase-activating activity inhibitors, confirmation, biochemical, ADP Hunter fluorescence; actives 0.6% (n = 340,000); inhibition, % at 30 µM; hits with a dose series show IC50 in µM; MgcRacGAP-stimulated Rac1 GTP hydrolysis, ADP Hunter fluorescence; higher % means a stronger effect; GST-tagged Rac1 F28L mutant substrate; Rac GTPase-activating protein 1 (Homo sapiens); AID 624330, 2012;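 active means first-screen hits whose inhibition reached a set limit at any dose in the follow-up dose series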;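 further: fluorescence reports GDP produced by GAP-driven GTP hydrolysis; strong numbers were not always called active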
# KOR beta-arrestin-1: KOR antagonists, beta-arrestin recruitment, cell-based, luminescence, uHTS (AID 1778) | Kappa-type opioid receptor (Homo sapiens) | KOR beta-arrestin recruitment, luminescence, antagonist mode; higher % means a stronger effect | inhibition, % at 10 µM; hits with a dose series show IC50 in µM | actives 0.091% (n = 290,000); further: strong numbers were not always called active
# KOR beta-arrestin-2: KOR agonists, beta-arrestin recruitment, primary screen, cell-based, luminescence, uHTS (AID 1777); KOR beta-arrestin recruitment, luminescence; higher % means a stronger effect; activation, % at 10 µM; hits with a dose series show EC50 in µM; actives 0.02% (n = 280,000); in the data active means activation above about 50%, passing the limit was not always enough; further: a part of the inactive calls stands beside numbers as strong as those of hits
# SV40 large T antigen: SV40 large T antigen inhibitors, biochemical (AID 1903). SV40 large T antigen ATPase/helicase inhibition assay; higher % means a stronger effect. one-dose inhibition, % at 20 µM; IC50 in µM for titrated hits. actives 0.39% (n = 310,000); in the data active means a potency from the dose series; further: strong numbers were not always called active
# GPR55 beta-arrestin: GPR55 agonists via beta-arrestin recruitment, primary screen, imaging, U2OS cells, beta-arrestin-GFP redistribution (AID 1961). U2OS GPR55 beta-arrestin-GFP redistribution imaging; higher % means a stronger effect. G-protein coupled receptor 55 (Homo sapiens). actives 0.048% (n = 290,000). one-dose activation, % at 10 µM; EC50 in µM for titrated hits;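 active means activation above 40% with more than 50 cells counted in the well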;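 further: U2OS osteosarcoma cells stably expressing GPR55 and beta-arrestin-GFP; plate controls were DMSO negative control for no effect and LPI positive control for full effect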
# * marks the source's active call; other numbers are inactive results; . = not tested or not shown; [ ] = dose if it differs, or a comment. Unless noted, no stated cut-off is given here; in the data, active means inhibition above about 50%; inactive means the rest. An excerpt, so the mix of outcomes need not match the whole.
# Screens in order: KOR beta-arrestin-1	GPR55 LPI antagonism	NOD1 NF-kB reporter	MgcRacGAP inhibition	SV40 large T antigen	KOR beta-arrestin-2	GPR55 beta-arrestin	HIV peptide binding	NOD2 inhibition
CCOC(=O)Cn1c(O)c(N=NC(=O)OC)c2ccccc21
  8.6%	-4.1%	1.4%	8.7%	16.4%	0.1%	0.0%	0.6%	2.6%
CCOC(=O)C1=C(C)N(CCCC(=O)O)C(=O)NC1c1ccc([N+](=O)[O-])cc1 (configuration not stated)
  -17.9%	4.1%	-11.7%	3.8%	9.2%	-0.4%	-0.2%	0.1%	4.3%
Cc1noc(C)c1COC(=O)Cc1ccc(Cl)c(Cl)c1
  4.2%	-0.7%	-20.9%	9.4%	10.9%	1.5%	-0.1%	8.4%	-4.2%
Cc1cccc(-c2nc(C#N)c(N3CCCCCC3)o2)c1
  32.1%	24.1%	-28.9%	4.1%	16.3%	-5.4%	-0.1%	-1.8%	-27.9%
COC(=O)C(NC(=O)c1ccccc1)(Nc1cc(C)cc(C)n1)C(F)(F)F (configuration not stated)
  -51.7%	2.4%	-27.3%	2.2%	2.1%	2.6%	0.3%	2.8%	-5.4%
COc1ccc2c(c1)c(C(C)=O)c(C)n2CCc1ccc(OC)c(OC)c1
  4.8%	1.5%	-3.5%	-4.5%	-9.4%	0.3%	0.2%	-1.8%	39.5%
O=C(CNS(=O)(=O)c1c(Cl)cccc1Cl)OCc1csc(-c2ccccc2)n1
  5.9%	14.2%	-10.0%	2.4%	7.2%	5.7%	-0.1%	1.6%	0.0%
COC(CNC(=O)c1ccc(CS(=O)(=O)c2c(Cl)cccc2Cl)o1)OC
  17.1%	-5.9%	-4.4%	6.8%	1.2%	0.1%	-0.1%	-1.2%	4.7%
CC(=O)N1CCN(c2ccccc2NC(=O)COc2cc(C)ccc2C(C)C)CC1
  2.0%	29.0%	.	11.4%	4.7%	1.4%	-0.1%	-0.2%	-10.5%
O=C(COc1ccc2c3c(c(=O)oc2c1)CCC3)N1CCN(c2ccccc2)CC1
  -32.6%	6.1%	-8.2%	12.3%	5.7%	-2.6%	-0.1%	1.2%	-5.9%
CC(=O)Nc1cccc(N=NN2CCCCC2)c1
  -11.6%[20 µM]	6.5%	-25.4%	-0.6%	10.7%	-4.5%	0.0%	0.1%	2.9%
O=c1[nH]c(CN2CCOCC2)nc2cc(Cl)ccc12
  25.0%	5.0%	-36.3%	5.7%	0.2%	-5.9%	-0.2%	5.6%	1.8%
c1ccc(Nc2c(-c3ccco3)nc3ccccn23)cc1
  6.5%	7.5%	-25.8%	8.2%	19.1%	-1.1%	-0.3%	10.2%	17.4%
CC(=O)N=C1SC2CS(=O)(=O)CC2N1c1ccc(-c2nc3ccc(C)cc3s2)cc1 (configuration not stated)
  10.6%	13.2%	-20.2%	.	-3.0%	-1.2%	-0.2%	6.3%	-60.1%
CN(CCC#N)C(=O)Cn1nc(Cc2ccncc2)c2ccccc2c1=O
  -6.7%	-1.6%	-18.5%	2.7%	8.2%	0.0%	0.3%	7.0%	-7.5%
O=C(CN1CCOc2ccccc21)NCc1cccs1
  -12.6%	-3.4%	-10.7%	1.8%	18.8%	3.5%	-0.4%	1.0%	10.4%
CCC(C)(C)NC(=O)C1CC(=O)N(CCc2ccc(F)cc2)C1 (configuration not stated)
  -14.3%[20 µM]	-4.0%	-4.7%	3.8%	7.2%	3.3%	-0.1%	0.4%	12.1%
CCCS(=O)(=O)c1c(S(=O)(=O)CCC)c2ccc(C(N)=O)cn2c1C(=O)c1ccc(OC)cc1
  -14.8%[20 µM]	18.0%	11.8%	3.5%	0.7%	.	-0.1%	0.3%	5.9%
O=C(COC(=O)c1ccc(Cl)cc1[N+](=O)[O-])NC(=O)c1ccccc1
  2.3%	14.3%	-7.5%	6.5%	24.4%	9.0%	-0.1%	-2.0%	-2.5%
C=CCNC(=O)c1ccccc1NC(=O)c1ccccc1SC
  -37.9%[20 µM]	-8.4%	7.5%	-0.9%	6.6%	1.7%	-0.1%	-0.1%	-8.4%

# Some of the entries so far, tab-delimited.
structure	KOR beta-arrestin-1	GPR55 LPI antagonism	NOD1 NF-kB reporter	MgcRacGAP inhibition	SV40 large T antigen	KOR beta-arrestin-2	GPR55 beta-arrestin	HIV peptide binding	NOD2 inhibition
CCC(C)(C)NC(=O)C1CC(=O)N(CCc2ccc(F)cc2)C1 (configuration not stated)	-14.3%[20 µM]	-4.0%	-4.7%	3.8%	7.2%	3.3%	-0.1%	0.4%	12.1%
CCCS(=O)(=O)c1c(S(=O)(=O)CCC)c2ccc(C(N)=O)cn2c1C(=O)c1ccc(OC)cc1	-14.8%[20 µM]	18.0%	11.8%	3.5%	0.7%	.	-0.1%	0.3%	5.9%
O=C(COC(=O)c1ccc(Cl)cc1[N+](=O)[O-])NC(=O)c1ccccc1	2.3%	14.3%	-7.5%	6.5%	24.4%	9.0%	-0.1%	-2.0%	-2.5%
C=CCNC(=O)c1ccccc1NC(=O)c1ccccc1SC	-37.9%[20 µM]	-8.4%	7.5%	-0.9%	6.6%	1.7%	-0.1%	-0.1%	-8.4%

# (list continues)
# Screens in order: KOR beta-arrestin-1	GPR55 LPI antagonism	NOD1 NF-kB reporter	MgcRacGAP inhibition	SV40 large T antigen	KOR beta-arrestin-2	GPR55 beta-arrestin	HIV peptide binding	NOD2 inhibition
O=C(CSCc1ccc(Cl)cc1Cl)Nc1ccc(O)cc1C(=O)O
  -31.8%[20 µM]	1.5%	-2.7%	-0.5%	9.8%	3.6%	0.0%	2.7%	25.3%
CCOC(=O)c1c(NC(=O)CSc2cn(CC)c3ccccc23)sc2c1CCC2
  -25.8%	12.9%	-33.5%	-4.3%	16.1%	2.9%	0.2%	0.7%	11.1%
CCOC(=O)C1=C(C)N(CCCC(=O)O)C(=O)NC1c1ccc(Cl)cc1Cl (configuration not stated)
  -10.8%[20 µM]	-4.0%	-6.8%	-3.5%	2.7%	3.6%	0.2%	-1.4%	6.7%
CCOc1ccc(C(=S)N2CCCC2)cc1
  5.0%	0.3%	-7.5%	9.0%	6.2%	-1.0%	-0.2%	-1.0%	-1.0%
Cc1ccc(CN2CCN(Cc3ccc4c(c3)OCCO4)CC2CCO)cc1 (configuration not stated)
  1.2%	12.2%	-7.9%	9.9%	3.3%	2.0%	0.3%	-0.5%	3.0%
Cc1ccc2oc(=O)c3cc(C(=O)NCCN4CCc5ccccc5C4)sc3c2c1
  1.6%	4.9%	-31.9%	10.2%	-13.1%	1.0%	-0.2%	-0.9%	0.0%
CCN(C(=O)c1ccc2c(=O)n3c(nc2c1)CCCCC3)c1ccc(F)cc1
  -55.8%	5.4%	-11.0%	0.5%	4.1%	3.6%	-0.3%	0.7%	1.8%
CCOc1ncccc1C(=O)N(C)CC(=O)Nc1ccccc1SC
  2.2%	1.2%	-34.4%	-3.5%	13.8%	-4.0%	0.2%	-2.3%	16.9%
COC(=O)c1ccc(C(=O)N2CCCC(Nc3ccc(C(C)C)cc3)C2)cc1 (configuration not stated)
  -21.7%	-3.3%	-35.6%	10.8%	5.5%	6.7%	-0.1%	0.3%	6.1%
Cc1cc(=O)[nH]c(N/N=C/c2ccccn2)n1
  -5.0%	-1.1%	-31.1%	-0.6%	-6.8%	9.9%	0.0%	0.1%	-59.9%
NC(=O)CC(NC(=O)c1ccccc1)c1ccc(N2CCC(N3CCCC3)CC2)c([N+](=O)[O-])c1 (configuration not stated)
  -21.4%[20 µM]	-4.3%	6.6%	9.3%	18.1%	0.3%	-0.2%	2.4%	14.0%
Cc1ccc(/C=N/n2c(COc3ccccc3)n[nH]c2=S)s1
  14.9%	7.0%	24.0%	13.2%	6.9%	-11.8%	-0.1%	-1.3%	-20.1%
Cn1c(SCC(=O)NC(=O)CN2CCCC2=O)nnc1-c1ccc(F)cc1
  -8.8%	13.8%	-11.6%	10.2%	9.9%	5.3%	-0.2%	2.0%	6.0%
COC(=O)c1cc(C(=O)Nc2ccc(C)cn2)cc([N+](=O)[O-])c1
  -11.1%	1.1%	-15.5%	-12.5%	6.0%	0.9%	-0.3%	1.4%	-10.2%
Cc1nn(C(C)c2n[nH]c(=S)n2-c2ccc(F)cc2)c(C)c1[N+](=O)[O-] (configuration not stated)
  -2.1%	-2.0%	-26.4%	1.5%	6.5%	-7.1%	-0.5%	-0.6%	10.6%
Cn1c(=O)c(Nc2ccc(Cl)cc2)c2c3c(cccc31)C(=O)c1ccccc1-2
  15.3%	10.9%	24.4%	.	4.2%	3.7%	3.8%	144.0%	-10.0%
Cc1cc(=O)n(CC=C(Cl)Cl)c2ccccc12
  19.2%	-5.6%	5.5%	12.7%	-7.9%	7.1%	0.3%	-0.8%	13.3%
O=C(CNCCc1ccc(Cl)cc1Cl)NCc1ccco1
  2.4%	10.5%	-19.2%	12.4%	-1.1%	-2.9%	0.8%	-0.4%	14.3%
CC(=O)C1=C(C)Nc2ncnn2C1c1ccc(Br)cc1 (configuration not stated)
  6.2%	13.7%	-12.1%	6.5%	4.5%	0.3%	0.3%	-2.2%	-6.5%
Cc1cc(-c2c(C(=O)N3CCOCC3)c(C)nn2-c2ccccc2)no1
  -5.2%	5.8%	7.9%	8.3%	3.2%	0.1%	-0.2%	0.4%	15.8%

# Further entries follow:
# Screens in order: KOR beta-arrestin-1	GPR55 LPI antagonism	NOD1 NF-kB reporter	MgcRacGAP inhibition	SV40 large T antigen	KOR beta-arrestin-2	GPR55 beta-arrestin	HIV peptide binding	NOD2 inhibition
COc1ccc(-c2cc(C(=O)Nc3ccc(C)cc3)no2)cc1
  12.6%	5.0%	-7.8%	-2.2%	2.5%	-3.6%	-0.1%	-0.7%	-5.3%
CCc1nc(NCC2CCCO2)c2oc3ccccc3c2n1 (configuration not stated)
  -8.0%	2.5%	12.7%	10.7%	-2.3%	-4.9%	0.1%	1.0%	5.3%
O=C(NCc1ccc(F)cc1)c1ccc(N2CCOCC2)c([N+](=O)[O-])c1
  14.2%	6.7%	-4.7%	8.3%	9.2%	-1.5%	0.0%	0.8%	19.0%
COc1ccc(S(=O)(=O)N2CCC(NC(=O)Nc3ccc(C)cc3)CC2)cc1
  -20.2%	9.4%	3.8%	8.3%	-0.9%	1.1%	-0.1%	-0.8%	3.2%
O=C(/C=C/c1ccccc1)NC(=S)NNC(=O)c1cnccn1
  4.3%	7.9%	-3.3%	10.0%	13.3%	-1.0%	-0.3%	-2.0%	20.5%
Nn1c(SCC(=O)N2CCCc3ccccc32)nnc1-c1ccccc1
  42.3%	12.4%	-22.6%	12.0%	2.7%	6.3%	-0.1%	0.7%	0.4%
Cc1ccc(CNC(=O)C2CCCN2C(=O)Nc2ccc(C)cc2)cc1 (configuration not stated)
  -35.2%	-4.8%	43.9%	9.1%	1.4%	-0.5%	-0.1%	0.8%	2.5%
Nc1cc(=O)[nH]n1C1CCCCC1
  -34.4%	-4.6%	-51.7%	2.2%	11.0%	-5.3%	0.6%	1.6%	-21.2%

# Screening results (PubChem)
